Ecoli viability = bacterial growth inhibition, counter-screen for AddAB inhibitors. 330,000 tested, 0.27% active. AID 449728. inhibition, % at 11.9 µM. E. coli V3065 growth, OD600 absorbance, 18 h;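 active means inhibition above the campaign's mean inhibition across all tested compounds plus 3 SD, cut at about 9.9% in these data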;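 further: uninfected addAB+ strain grown without phage in ampicillin broth; 0% = DMSO wells and 100% = ciprofloxacin 0.95 µg/ml wells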
Tat transport = blocks Tat-dependent protein export in E. coli | E. coli MC4100 TorA-mCherry Tat export, fluorescence | 340,000 tested, 0.036% active | inhibition, % at 10 µM | AID 488895;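 active means mean replicate inhibition at least 50% and at least half of replicates individually reaching 50%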;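 further: exported cargo escapes ClpAP degradation while cytoplasmic cargo is degraded and loses fluorescence; 0% = median of neutral control wells and 100% = median of NaSCN control wells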
CAL PDZ FP-1 = CAL PDZ (human) peptide binding inhibition | Q9HD26 | purified CAL PDZ, TMR-peptide fluorescence polarization, 1 h | inhibition, % at 24.9 µM | 300,000 tested, 0.92% active | AID 602252;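 active means mean inhibition of at least 30% with at least half of replicates also reaching 30%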;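 further: 0% = DMSO neutral control and 100% = excess unlabeled competitor peptide PRC23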
Wnt act = activates Wnt/beta-catenin signaling in a reporter cell assay. activator, plate reader. activation, % at 9.35 µM. 300,000 tested, 1.2% active. AID 743398; in the data active means activation above about 30%, passing the limit was not always enough;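 further: 0% = neutral control wells and 100% = positive control wells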
SR-BI HDL uptake = blocks mouse SR-BI lipid uptake from DiI-HDL. Q61009. ldlA[mSR-BI] CHO cells, DiI-HDL uptake fluorescence, 3 h. inhibition, % at 12.5 µM. 320,000 tested, 0.96% active;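 active means mean replicate inhibition of at least 70% and a set share of replicates each scoring 70 or more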;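 further: 0% = median of neutral control wells and 100% = median of positive control wells; values of inactives mirror those of a sister screen read the other way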
Target sequence (Q61009 whole entry, looked up): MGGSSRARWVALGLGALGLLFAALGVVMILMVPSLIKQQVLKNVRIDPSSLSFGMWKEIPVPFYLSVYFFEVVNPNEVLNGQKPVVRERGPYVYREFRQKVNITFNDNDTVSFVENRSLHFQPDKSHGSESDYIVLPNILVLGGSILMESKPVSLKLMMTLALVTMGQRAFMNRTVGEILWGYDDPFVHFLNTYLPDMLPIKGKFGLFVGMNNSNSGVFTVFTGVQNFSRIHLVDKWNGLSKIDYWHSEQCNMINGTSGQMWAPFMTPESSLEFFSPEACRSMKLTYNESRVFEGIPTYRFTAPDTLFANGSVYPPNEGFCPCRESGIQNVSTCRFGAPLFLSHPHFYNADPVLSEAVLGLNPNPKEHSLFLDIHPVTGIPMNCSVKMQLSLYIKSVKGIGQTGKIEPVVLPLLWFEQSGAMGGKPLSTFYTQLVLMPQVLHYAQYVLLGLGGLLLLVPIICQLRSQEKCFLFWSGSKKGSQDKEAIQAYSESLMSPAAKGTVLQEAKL
AddAB inh = less growth of phage-infected E. coli with AddAB; E. coli expressing H. pylori AddAB, absorbance growth; inhibition, % at 11.9 µM; 330,000 tested, 0.29% active; AID 435030; in the data active means inhibition above about 12%;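 further: 0% = vehicle wells of infected cells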
MITF TRPM1 HTS = MITF TRPM1 promoter activation in melanoma cells; AID 588334; activation, % at 12.5 µM; 300,000 tested, 0.75% active; SK-MEL-5 TRPM1-promoter luciferase, 24 h; % of positive control, neutral wells = 0;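 active means mean activation of at least 80% with every replicate also reaching 80%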;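 further: 0% = neutral control wells and 100% = parthenolide positive control wells; values of inactives mirror those of a sister screen read the other way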
phage Ecoli inh = E. coli growth loss with phage present; growth absorbance; inhibition, % at 11.9 µM; 360,000 tested, 0.26% active; AID 651602; in the data active means inhibition above about 11%
SR-BI uptake up = activators of SR-BI mediated HDL lipid uptake; CHO ldlA[mSR-BI] cells, DiI-HDL uptake fluorescence, 3 h; 100 = double the neutral-control signal; activation, % at 12.5 µM; 320,000 tested, 0.096% active;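 active means mean replicate activation of at least 60% and every replicate at or above 60%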;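 further: 0% = median plate neutral-control signal and 100% = twice that signal; values of inactives mirror those of a sister screen read the other way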
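Material: SR-BI-overexpressing, LDLR-lacking CHO cells; schedule: compound exposure 3 h, 37 °C; reagent: DiI-labelled HDL at 10 µg/mL final; technique: bottom-read fluorescence, 550/595 nm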
CAL PDZ FP-2 = inhibitors of human CAL PDZ peptide binding | AID 504414 | inhibition, % at 20 µM | 330,000 tested, 0.02% active | Q9HD26 | purified CAL PDZ, TMR-peptide fluorescence polarization, 1 h;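 active means highest replicate inhibition of at least 40%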;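 further: plate controls were DMSO neutral control wells for no effect and unlabeled competitor peptide control wells for full effect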
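System: purified tagged CAL PDZ domain construct (CerCALP). Schedule: 1 h incubation at room temperature before polarization reading. Medium: 25 mM sodium phosphate pH 7.4, 150 mM NaCl, TCEP, IgG, Thesit. Read-out: percent inhibition from loss of millipolarization. Measured by: FP readout, S and P plane fluorescence. Probe or stimulus: fluorescent TMR peptide probe.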
* = called active by the depositor; / = not tested or not shown.

SMILES	Ecoli viability	Tat transport	CAL PDZ FP-1	Wnt act	SR-BI HDL uptake	AddAB inh	MITF TRPM1 HTS	phage Ecoli inh	SR-BI uptake up	CAL PDZ FP-2
COc1ccccc1OCCC(=O)OCC(=O)Nc1cc(S(=O)(=O)N(C)C)ccc1Cl	-1.1	-11.4	-3.7	-10.3	9.2	-0.8	13.3	2.7	-9.2	-0.6
O=C(Nc1cccc(F)c1)c1ccc2c(c1)OCO2	0.6	-1.8	-1.4	/	/	1.3	50.9	4.0	/	-1.2
O=C(NC(=S)Nc1ccc(S(=O)(=O)Nc2nccs2)cc1)c1ccc(Br)o1	3.0	-0.4	4.1	-0.8	-16.5	4.6	-8.9	2.0	16.5	-0.6
CSc1cccc(NC(=O)Cc2ccccc2[N+](=O)[O-])c1	1.0	-0.1	-7.1	-12.2	7.8	2.9	2.6	4.1	-7.8	-2.8
N=c1sccn1CC(=O)NCCc1ccc(Cl)cc1	3.9	1.5	2.0	-2.4	-9.5	4.8	-10.8	5.1	9.5	-0.9
CN(CC(=O)NC1CC(C)(C)NC(C)(C)C1)S(=O)(=O)c1ccc(Br)cc1	-0.2	2.4	2.5	-1.1	-8.3	-1.1	5.0	0.4	8.3	-0.3
S=c1oc(-c2ccncc2)nn1CCc1ccncc1	3.2	1.4	2.3	-6.3	-9.1	2.0	/	1.7	9.1	0.0
c1ccc(Cn2nnc3c(Nc4ccc5c(c4)OCO5)nc(C4CC4)nc32)cc1	-3.0	-8.8	-3.1	-9.8	29.4	0.9	-1.2	3.7	-29.4	-1.8
COc1ccc(OC(C)C(=O)Nc2cccnc2)cc1 (centres undefined)	1.1	1.3	-0.1	-0.5	-12.7	-1.0	1.5	0.7	12.7	-0.4
COC(=O)c1cc(COc2ccc3c4c(c(=O)oc3c2)CCCC4)c(C)o1	-1.6	-2.6	0.0	/	-7.2	0.2	5.8	1.6	7.2	0.5
Cc1cc(C)c2cc(C#N)c(SCC(=O)Nc3ccc4c(c3)OCO4)nc2c1	1.1	-14.2	-1.9	8.4	/	0.9	-0.9	0.9	/	-1.9
Cc1ccc2c(C(=O)CN3CCC(C(N)=O)CC3)c(C)[nH]c2c1	0.5	12.6	0.0	/	-4.2	-0.2	8.2	/	4.2	0.2
COc1ccc(NC(=O)CSc2nnc(CNc3ccc(F)cc3)o2)c(OC)c1	1.7	3.2	-3.1	-3.5	22.2	1.4	/	1.7	-22.2	-1.3
COc1cc([N+](=O)[O-])ccc1NC(=O)NNC(=O)C(C)Oc1ccc(F)cc1F (centres undefined)	-7.7	-5.7	-2.9	2.1	49.8	-1.8	-3.2	1.9	-49.8	-1.5
CC(C)c1ccc(NC(=O)C2CCCN(S(=O)(=O)c3cccnc3)C2)cc1 (centres undefined)	-1.4	-2.6	-1.5	-2.2	-5.4	2.0	-13.0	4.6	5.4	-3.6
Cc1ccc(NC(=O)/C=C/c2ccc([N+](=O)[O-])s2)cc1	1.4	2.5	5.7	35.1*	6.9	-0.3	-79.9	0.9	-6.9	0.0
Nc1cc(N)nc(SCC(=O)NC(=O)NC2CCCC2)n1	3.2	-3.1	-5.2	0.2	-16.9	3.2	6.1	2.1	16.9	-0.9
COc1ccccc1CN1CC(C(=O)N(C)Cc2[nH]c3ccccc3c2C)CCC1=O (centres undefined)	-0.5	3.8	15.2	1.6	22.1	0.8	-3.3	1.1	-22.1	-0.1
Cc1[nH]c2ccc(C(=O)OCCN(C)C)cc2c1C	0.5	-1.1	8.0	-1.3	-13.2	0.7	27.8	3.9	13.1	-0.7
CC1CCN(c2ccc(C(=O)NCc3ccc4c(c3)OCO4)cc2[N+](=O)[O-])CC1	1.4	-2.8	-3.2	-7.8	-14.5	3.3	14.1	3.6	14.5	-0.3
CCCCC(=O)Nc1cnc(NC(=O)c2cccs2)cc1C	1.9	-6.3	/	-1.9	23.6	3.5	/	3.0	-23.6	-1.1
COc1ccccc1CNC(=O)c1ccc2c(=O)n3c(nc2c1)CCCCC3	1.3	-4.3	/	-2.9	42.0	1.1	26.1	3.8	-42.0	-0.4
O=C(N/N=C/c1ccc(Cl)cc1Cl)c1ccncc1	-2.0	-8.1	-6.4	-3.5	22.2	-1.3	/	1.9	-22.2	-2.6
O=C1OCCC1Sc1nc2ccccc2n1-c1ccccc1 (centres undefined)	-0.2	10.4	2.8	-3.3	/	4.6	1.1	-0.2	/	-4.3
COC(=O)c1cc2c(-c3ccccc3)cc3ccccn3c-2c1C(=O)OC	1.6	-1.7	4.1	/	84.5*	-1.4	15.5	-0.6	-84.5	1.0
Cc1cc([N+](=O)[O-])nn1CC(=O)NCc1ccc(Cl)cc1	-1.6	-1.0	-3.4	-1.5	7.3	2.0	/	2.7	-7.3	-0.7
Cc1cc(C=O)c(C)n1-c1ccc(N2CCOCC2)c([N+](=O)[O-])c1	-1.6	-8.0	4.3	-2.9	14.4	-1.2	-14.4	2.4	-14.4	-0.6
CC(=O)C1=C(C)NC(=S)NC1c1cc([N+](=O)[O-])ccc1O (centres undefined)	-1.2	-3.9	64.5*	1.5	-53.3	-3.0	-5.4	2.6	53.3	2.4
O=C(Nc1ccc(Oc2ccccc2)nc1)C1CCCCN1Cc1cccc(OCCO)c1 (centres undefined)	-2.8	5.9	10.0	2.7	-1.0	1.0	-1.6	-1.4	1.0	-1.4
CCCOc1ccc(CC(=O)N/N=C\c2ccc(F)cc2)cc1	-0.8	2.3	-3.1	0.4	7.5	-0.8	5.5	-0.9	-7.5	20.8
Cc1n[nH]c(=O)nc1NCc1ccco1	3.3	-8.7	0.2	/	-37.9	-1.3	-2.0	1.4	37.9	-0.3
CCOC(=O)CSc1nnnn1-c1cc(OC)ccc1OC	2.4	-3.4	/	/	9.9	2.6	-2.4	0.1	-9.9	-2.4
COc1cc2ccccc2cc1C(=O)Nc1ccc(CN2CCOCC2)cc1	0.1	-3.9	-2.3	14.9	32.9	2.1	30.9	1.4	-32.9	-4.1
O=c1[nH]c2ccc(S(=O)(=O)N3CCN(c4ccccc4)CC3)cc2[nH]c1=O	-0.2	4.9	-4.2	-1.4	9.3	1.9	-4.1	-1.4	-9.3	-0.5
O=C(NCc1ccc2c(c1)OCO2)c1ccc(Br)o1	1.1	-9.5	-4.0	1.0	-13.0	-0.6	2.0	0.7	13.0	-0.7
CCN(CC)CCCNC(=O)c1cc(Sc2nnc(C)s2)nc2ccccc12	1.3	-0.2	-1.3	1.5	-20.9	2.1	-19.7	2.5	20.9	-2.1
Cc1ccc(S(=O)(=O)N2CCN(C(=O)COC(=O)CCOc3ccccc3C)CC2)c(C)c1	/	9.0	-3.2	-3.0	-11.7	/	19.7	2.7	11.6	-2.0
O=C(O)C1CC(O)CN1S(=O)(=O)c1cccs1 (centres undefined)	1.6	-5.4	3.6	-4.9	-8.6	1.9	-0.5	1.7	8.6	-1.4
CCOC(=O)N1CCN(C(=O)c2ccc(NC(=O)c3ccc(C)cc3)cc2)CC1	0.4	6.7	/	/	47.9	-0.1	-32.6	-0.6	-47.9	-1.7
CCCCC(OC(=O)c1cc2occc2n1C)C(=O)NCC1CCCO1 (centres undefined)	1.8	1.2	-0.2	-0.1	-6.2	1.0	0.9	0.8	6.2	-3.4
N#CNC(=Nc1ccccc1F)SCc1ccc(C(=O)O)cc1	1.1	-9.2	-1.7	-9.3	8.0	3.2	2.6	2.7	-8.0	1.2
CC(C)=NOC(=O)c1ccc(-c2ccccc2)cc1	1.9	-7.3	-1.8	/	-20.4	4.9	-5.1	2.7	20.4	-2.9
CCOc1ccc(N=CC2=C(O)CC(c3ccco3)CC2=O)cc1 (centres undefined)	-0.7	-8.5	/	/	3.3	1.2	-8.8	4.0	-3.3	-1.0
CCC(C(=O)NC1CCCC1)n1nc(C)n2c(cc3occc32)c1=O (centres undefined)	-1.9	-2.9	-1.1	-0.5	-6.5	0.4	-5.9	2.1	6.5	-2.0
CCOc1cc(/C=N/Nc2cccc(C(=O)O)c2)ccc1OC(=O)c1ccccc1	/	3.7	3.6	-13.5	15.4	/	-90.6	2.0	-15.4	-1.0
O=C(CN1CCN(c2nc(-c3ccccc3)cs2)CC1)NCc1ccc2c(c1)OCO2	0.7	7.2	-0.1	-1.2	13.6	3.8	9.0	1.1	-13.6	-0.2
CCC(CC)C(=O)Nc1nnc(S(=O)(=O)N2CCc3ccccc32)s1	-0.9	2.6	/	-5.6	4.2	-2.0	4.3	1.4	-4.2	-0.9
O=C(C[C@H]1C/C=C\CC[C@@H](Cc2ccc(F)cc2)C(=O)OC[C@H]2CCCN2C1=O)NCCO	0.5	1.5	-0.4	-0.2	-2.7	1.1	0.6	2.8	2.7	-0.6
Cc1nc([N+](=O)[O-])c(NCCCO)n1Cc1ccccc1	3.5	0.6	-1.7	-7.2	-13.9	1.3	-4.2	3.2	13.9	-3.0
NC(=O)c1ccc(C(F)(F)F)n(Cc2ccccc2Cl)c1=O	-2.8	6.6	0.5	-1.5	2.3	-1.9	1.8	1.2	-2.3	-0.1
c1ccc(Cc2nc3ccccc3o2)cc1	-0.3	-4.9	-3.9	/	-13.7	2.1	27.9	2.7	13.7	-1.0
Cc1ccsc1C(=O)N1CCCC(CO)(Cc2ccccc2F)C1 (centres undefined)	0.0	0.0	-3.2	1.9	6.9	-0.4	-17.1	1.7	-6.9	-1.0
COc1ccc(-c2nnn(CC(=O)NCCc3c[nH]c4ccccc34)n2)cc1OC	2.1	-5.5	-2.0	-4.9	16.2	2.2	4.0	-0.9	-16.2	-0.5
COc1cc(CNCCNC(=O)c2nonc2N)ccc1OCc1ccc(Cl)nc1	-1.1	2.1	2.0	/	-15.8	0.5	11.5	4.0	15.7	-0.4
Cc1cc(-c2ccccc2)nc(N/N=C/c2ccc([N+](=O)[O-])cc2)n1	0.7	-1.7	-2.7	-0.5	72.8*	2.2	9.2	3.6	-72.8	-2.4
CCOc1ccc(S(=O)(=O)N2CCCCC2)cc1NC(=O)CC1OC(=O)c2ccccc21 (centres undefined)	-0.6	1.2	-4.0	-1.0	4.1	2.8	9.9	1.8	-4.1	-2.4
CCN(CC(=O)NCc1cccs1)C(=O)c1ccc(C)o1	-1.8	-0.7	-3.8	3.3	-16.4	-0.2	-6.9	1.4	16.4	14.8
CCOC(=O)C(NC(C)=O)C(=O)Nc1ccc(OC)cc1 (centres undefined)	-0.1	-6.8	-3.6	-1.3	2.5	1.0	-15.1	2.2	-2.5	-2.7

Limited to CAL PDZ FP-1, phage Ecoli inh and MITF TRPM1 HTS, for 2 of the compounds above:
SMILES | CAL PDZ FP-1 | phage Ecoli inh | MITF TRPM1 HTS
CCOC(=O)C(NC(C)=O)C(=O)Nc1ccc(OC)cc1 (centres undefined) | -3.6 | 2.2 | -15.1
COc1cc(CNCCNC(=O)c2nonc2N)ccc1OCc1ccc(Cl)nc1 | 2.0 | 4.0 | 11.5
